High-throughput results deposited in PubChem BioAssay by The Scripps Research Institute Molecular Screening Center.
CHRM1 agonist: agonists of human M1 muscarinic receptor; P11229; CHO-K1 hM1, Fluo-8 calcium fluorescence, agonist mode; 0% DMSO, 100% acetylcholine EC100; 360,000 compounds, 0.33% hits; AID 588814; activation, % at 3 µM;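 active = activation above the run's mean compound activation plus 3 SD, cut at about 16% in these data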;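 note: peak over basal fluorescence ratio within a 140 s kinetic read after compound addition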
OXTR potentiator: human OXTR potentiation; P30559; CHO-OTR cells, Fluo-8 calcium fluorescence, potentiator mode; 0% = oxytocin EC15, 100% = EC100; activation, % at 3 µM; 320,000 compounds, 0.061% hits;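 active = activation above that plate's cutoff, the mean activation of tested compounds plus 3 SD, cut at about 6.6% in these data, passing the limit was not always enough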;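 note: 100% uses oxytocin at 75 nM as the full agonist control; some results filed as inactive read as strong as hits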
Target sequence (P30559 whole entry, looked up): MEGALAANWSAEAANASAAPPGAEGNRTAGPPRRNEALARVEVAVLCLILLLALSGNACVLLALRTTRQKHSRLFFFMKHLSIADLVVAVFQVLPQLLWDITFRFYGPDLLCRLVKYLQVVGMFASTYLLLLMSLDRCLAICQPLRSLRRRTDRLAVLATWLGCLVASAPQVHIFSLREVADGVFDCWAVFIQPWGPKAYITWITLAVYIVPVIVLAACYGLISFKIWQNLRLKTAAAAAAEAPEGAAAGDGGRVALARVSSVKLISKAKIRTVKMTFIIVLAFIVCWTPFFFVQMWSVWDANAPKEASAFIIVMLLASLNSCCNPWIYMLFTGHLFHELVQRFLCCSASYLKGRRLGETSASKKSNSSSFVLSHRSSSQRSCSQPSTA
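Material: human OTR in CHO cells. Compound: 3.0 µM, one dose. Timing: compound 6 min at room temperature before oxytocin, 100 s read. Evaluation: % activation of max/min ratio relative to oxytocin controls. Replication: single well per compound, singlicate. Signal: Fluo-8 calcium dye fluorescence.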
TAAR1 antagonist: human TAAR1 antagonism; Q96RJ0; CHO RD-HGA16 TAAR1, Fluo-8 calcium fluorescence, antagonist; inhibition, % at 3 µM; 360,000 compounds, 1.5% hits; AID 624466;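 active = inhibition above a per-plate cutoff, the mean inhibition of test compounds on that plate plus 3 SD, cut at about 49% in these data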;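 note: 0% = DMSO plus EC80 beta-PEA response and 100% = DMSO alone without agonist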
Target sequence (Q96RJ0 whole entry, looked up): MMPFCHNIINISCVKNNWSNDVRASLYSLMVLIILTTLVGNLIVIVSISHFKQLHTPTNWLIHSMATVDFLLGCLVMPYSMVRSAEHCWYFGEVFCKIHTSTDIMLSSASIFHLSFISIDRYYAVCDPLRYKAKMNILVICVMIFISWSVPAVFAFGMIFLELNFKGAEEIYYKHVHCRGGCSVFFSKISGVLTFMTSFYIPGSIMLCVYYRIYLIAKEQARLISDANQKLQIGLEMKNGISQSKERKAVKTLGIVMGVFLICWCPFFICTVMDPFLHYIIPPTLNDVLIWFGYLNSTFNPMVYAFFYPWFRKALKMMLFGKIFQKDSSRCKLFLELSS
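System: CHO RD-HGA16 cells bearing hTAAR1. Reagent: EC80 β-phenethylamine stimulus. Schedule: seeding 17-24 h prior, 75-min 37 °C, 30-min RT dye loading. Signal: Fluo-8 intracellular calcium dye fluorescence, real-time kinetic reads. Read-out: % inhibition from peak post-agonist over basal fluorescence ratio. Benchmarks: vehicle wells and EC80 agonist wells. Replicates: n of 1.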
CHO parental Ca: counter-screen for OX1R antagonists: effect in parental CHO cells; parental CHO-K1, ATP-induced calcium, Fluo-8 fluorescence; inhibition, % at 5.6 µM; 330,000 compounds, 0.63% hits; AID 463079;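 active = inhibition above that plate's mean sample inhibition plus 3 SD, cut at about 26% in these data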;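 note: 0% = ATP-challenged DMSO wells and 100% = DMSO wells without ATP; some compounds past the cut are filed as inactive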
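test system = CHO parental line | reagent = ATP stimulus | measured by = intracellular calcium via Fluo-8 no-wash fluorescent dye | control set = ATP and no-ATP DMSO wells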
V1R ag counter: counter-screen for oxytocin receptor agonists: human V1a receptor agonists. P37288. CHO-V1R cells, Fluo-8 calcium fluorescence, agonist mode; 0% DMSO, 100% 3 nM vasopressin. activation, % at 3 µM. 320,000 compounds, 0.25% hits. AID 2797;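 active = activation above the mean activation of all tested compounds plus 3 SD, per screening run, cut at about 20% in these data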;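 note: signal is peak over basal fluorescence ratio across a 100 second FLIPR read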
M1 antag: human CHRM1 antagonism. P11229. CHO-K1 hM1, Fluo-8 calcium fluorescence, ACh EC80 antagonist. inhibition, % at 3 µM. 360,000 compounds, 1.3% hits;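 active = percent inhibition above its own plate's cutoff, namely the mean of that plate's compound wells plus 3 SD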;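 note: peak over basal fluorescence ratio during 140 s after agonist addition; 0% = ACh EC80 plus DMSO and 100% = DMSO alone without agonist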
M1 PAM: potentiates human M1 receptor response to acetylcholine; P11229; CHO-K1 hM1, Fluo-8 calcium fluorescence, ACh EC20; 0% = ACh EC20, 100% = maximal ACh; activation, % at 3 µM; 360,000 compounds, 0.088% hits; in the data active = activation above about 19%, passing the limit was not always enough
OXTR ag: activates the human oxytocin receptor | P30559 | CHO-OTR cells, Fluo-8 calcium fluorescence; normalized: DMSO 0%, oxytocin 100% | activation, % at 3 µM | 320,000 compounds, 0.32% hits | AID 2435;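 active = activation above the mean of all tested compounds plus 3 SD, cutoff set per screening run, cut at about 20% in these data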;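 note: peak over basal fluorescence ratio from a 100 s FLIPR kinetic read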
TAAR1 agonist: human TAAR1 agonism; Q96RJ0; CHO RD-HGA16 TAAR1, Fluo-8 calcium fluorescence; vehicle wells 0%, saturating PEA agonist 100%; activation, % at 3 µM; 360,000 compounds, 0.99% hits;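 active = activation above the mean activation of all test compounds in the run plus 3 SD, cut at about 38% in these data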
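test system = CHO RD-HGA16 cells carrying human TAAR1 plus Gα16 | schedule = 17-24 h seeding, 75 min 37 °C dye, 30 min RT | compound dosing = 3 µM single concentration | control set = DMSO and PEA EC100 | replicates = n 1 | signal = Fluo-8 fluorescence, 5 s baseline then 140 s kinetic read | measure = percent activation vs PEA EC100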
An asterisk follows results filed as active; · = no result given. This is a random part of the collection. About 3.7% of those tested had a hit in this group.

SMILES | CHRM1 agonist | OXTR potentiator | TAAR1 antagonist | CHO parental Ca | V1R ag counter | M1 antag | M1 PAM | OXTR ag | TAAR1 agonist
O=C(/C=C/c1ccco1)NC(=S)Nc1ccccn1 | 1 | -2 | 0 | -17 | -0.4 | -5 | 6 | -1.6 | 18
Cc1cc(C)n(-c2nnc(C)n2/N=C/c2cc(Br)ccc2OCc2ccccc2)n1 | -5 | -1 | 41 | 28 | -1.1 | 25 | -9 | -1.5 | 10
Cc1ccc(NC(=O)CCc2nc3ccccc3[nH]2)cc1C | -1 | -9 | -3 | -11 | 0.1 | -28 | 7 | 0.4 | 4
Cc1ccc(C2(C)NC(=O)N(CC(=O)NC(=O)NC(C)(C)C)C2=O)cc1 (stereo not drawn) | 1 | -6 | 1 | -10 | 2.9 | -9 | 8 | 3.1 | 3
O=C(CNC(=O)c1ccc2c(c1)OCCO2)N/N=C/c1ccc([N+](=O)[O-])cc1 | -7 | 2 | 14 | -14 | 1.9 | -8 | 3 | 1.5 | 0
O=C1OC(Cc2ccccn2)C(O)=C1C1=NCCCN1 (stereo not drawn) | -5 | -1 | -17 | -3 | 0.3 | 10 | 1 | -0.5 | 11
C=CCC1C=CCC(CC=C)N1C(=O)c1ccccc1[N+](=O)[O-] (stereo not drawn) | -8 | -3 | 11 | -14 | -1.9 | -10 | 11 | -3.4 | -3
NS(=O)(=O)c1ccc(CCNC(=O)CNC(=O)c2ccc(Oc3ccccc3)cc2)cc1 | -4 | 1 | -13 | -20 | 0.2 | -9 | 10 | 0.3 | 2
COC(=O)c1ccc(S(=O)(=O)NNC(=O)COc2ccc(C)cc2)cc1 | -4 | 0 | -25 | -13 | 0.1 | -9 | 9 | -0.3 | -1
COc1ccc(CCn2c(C)cc(C(=O)COC(=O)c3ccc(NC(=O)CC#N)cc3)c2C)cc1 | -2 | 2 | · | -1 | 2.6 | 16 | -4 | 0.6 | ·
CC(=O)c1c(C)[nH]c(C(=O)Nc2c(C)n(C)n(-c3ccccc3)c2=O)c1C | -4 | -11 | 2 | -4 | 1.1 | 9 | 2 | 0.2 | 1
CCOC(=O)N1CCN(C(=O)CNC(=O)c2ccccc2F)CC1 | -2 | 0 | -8 | -5 | -0.2 | -17 | 9 | -0.1 | 2
Cc1ccc(/C=N/NC(=O)c2cccc(S(=O)(=O)N3CCOCC3)c2)o1 | -1 | -19 | 6 | -4 | 0.2 | -10 | 9 | -0.1 | 6
COc1cccc(C(=O)OCC(=O)NC23CC4CC(CC(C4)C2)C3)c1 | -5 | -5 | 12 | -14 | -0.5 | -11 | 4 | -1.9 | 6
COc1ccc(N2C(=O)CCC(C(=O)N3CCC(C(N)=O)CC3)C2c2ccc(F)cc2)cc1 (stereo not drawn) | -3 | -16 | 4 | -11 | 0.5 | 0 | 5 | 0.2 | 4
c1ccc(-c2ccccc2-c2nc(-c3ccncc3)no2)cc1 | -3 | -7 | 13 | -28 | 1.4 | -22 | 9 | -1.0 | 3
S=C(Nc1ccc(Oc2ccccc2)cc1)NC1CCCCCC1 | -5 | -8 | 24 | 6 | 3.8 | 29* | -24 | 3.7 | 5
CCc1cccc(CC)c1-n1c(SCC(=O)N2CCc3ccccc3C2)nnc1-c1cccnc1 | -14 | -5 | 4 | -21 | -0.4 | -1 | -7 | -1.5 | 5
C=C1CCN(CC(=O)OC)S(=O)(=O)c2ccccc21 | -2 | 3 | 9 | 3 | 1.0 | -5 | 1 | 0.2 | 24
Cc1ccc(S(=O)(=O)N2CCCOC2CNC(=O)C(=O)NCCc2c[nH]c3ccccc23)cc1 (stereo not drawn) | -1 | -10 | 20 | -10 | 4.3 | 5 | 0 | 7.5 | 21
C=C(C)[C@@H]1CC=C(CN2CCC(N3CCC(C(=O)N4CCCC4)CC3)CC2)CC1 | -8 | 1 | -20 | -7 | 0.7 | 27 | -21 | 0.8 | 1
CC(C)(C)c1cc(CSC(=S)NC2CCS(=O)(=O)C2)c(Br)c(C(C)(C)C)c1 (stereo not drawn) | -1 | 3 | -40 | -16 | 0.2 | -2 | 4 | 0.8 | 3
C/C(=N\NC(=S)NCc1ccccc1)c1ccccc1F | -12 | -10 | 9 | -7 | -0.3 | 5 | -9 | -1.8 | 9
CCOc1cc(N2CCOCC2)c(OCC)cc1NC(=O)Cc1ccccc1OC | 1 | -5 | 1 | -28 | -1.3 | 8 | 4 | -0.3 | 0
Cn1nccc1C(=O)Nc1ccc2c(c1)OCO2 | 0 | -1 | 1 | -4 | 0.0 | 16 | -3 | -0.1 | 0

Overlap with the part before: two entries, followed by the next part.
SMILES | CHRM1 agonist | OXTR potentiator | TAAR1 antagonist | CHO parental Ca | V1R ag counter | M1 antag | M1 PAM | OXTR ag | TAAR1 agonist
CCOc1cc(N2CCOCC2)c(OCC)cc1NC(=O)Cc1ccccc1OC | 1 | -5 | 1 | -28 | -1.3 | 8 | 4 | -0.3 | 0
Cn1nccc1C(=O)Nc1ccc2c(c1)OCO2 | 0 | -1 | 1 | -4 | 0.0 | 16 | -3 | -0.1 | 0
CCC(C)NCCOCCOc1ccc(C)cc1Br (stereo not drawn) | -8 | -1 | -4 | -8 | 1.9 | 16 | -11 | 0.9 | 17
CCOC(=O)N1CCN(S(=O)(=O)c2ccc(C(=O)NNc3nc4c(C)cc(C)cc4s3)cc2)CC1 | -1 | -2 | 13 | -13 | 5.1 | -14 | 8 | 5.1 | 7
Cc1cccc(C)c1NC(=O)c1cccnc1 | 1 | -5 | 1 | -4 | 0.6 | -32 | 17 | 0.2 | -1
CCNc1nc(NCC)nc(N/N=C(\C)c2ccc(OC)cc2)n1 | -9 | -22 | -15 | -1 | -0.4 | -2 | 2 | -0.8 | 0
COc1ccc(Cn2c(=O)c3cccnc3n(Cc3ccc([N+](=O)[O-])cc3)c2=O)cc1 | -3 | -14 | -13 | -12 | 0.1 | 17 | -9 | -0.7 | 4
C(#Cc1ccccc1)C[N+]1(CC#Cc2cccc3ccccc23)CCCC1 | -10 | -9 | -11 | -9 | -0.5 | 22 | -23 | -0.5 | 6
Cc1ccc(NC(=O)c2sc3nc(C)cc(C)c3c2N)cc1 | -5 | -2 | -18 | -12 | -1.5 | -14 | 11 | -1.9 | -1
COc1ccc(Cl)cc1C(=O)NCCS(=O)(=O)N1CCN(c2ccccc2F)CC1 | -3 | 4 | -13 | -8 | -1.3 | 19 | -8 | -0.5 | 3
COc1ccc(OC)c(S(=O)(=O)NC(=O)C2(C)CCN2C(=O)Cc2ccccc2)c1 (stereo not drawn) | -2 | · | 9 | · | · | -18 | 11 | · | 1
CCN(CC)CCC12CC(C)OC1=Nc1ccccc1NC2=O (stereo not drawn) | -13 | · | -23 | · | · | -6 | 13 | · | 1
O=C(CSc1nnc(-c2ccco2)n1Cc1ccco1)N1CCOCC1 | -5 | -4 | 17 | -15 | 0.2 | 5 | -1 | -0.3 | 3
CC(=O)c1ccc(NC(=O)C2CCN(S(=O)(=O)c3cccs3)CC2)cc1 | 0 | -8 | -13 | 1 | 5.5 | 2 | -1 | 4.7 | 3
CCOc1ccc(C(=O)CCC(=O)NCC(=O)Nc2c(C)cccc2C)cc1 | -5 | -1 | -29 | -20 | -0.8 | 2 | -1 | -1.6 | 6
CC(=O)c1ccc(C(=O)N(CCN(C)C)c2nc3c(Cl)cccc3s2)cc1 | -2 | -1 | -17 | 1 | 1.1 | -26 | 5 | 1.5 | 4
COc1ccc(C(=O)N/N=C(\C)c2cccc(NC(=O)c3ccc(F)cc3)c2)c(OC)c1 | -1 | -7 | 10 | -11 | -1.3 | -9 | 7 | -0.6 | 1
O=C(OCC(=O)N1CCN(C(=O)c2ccco2)CC1)C1=COCCO1 | -3 | -6 | -16 | 6 | 0.6 | 10 | -5 | 0.1 | 2
C=CCNC(=S)NNC(=O)c1ccc(Br)cc1 | -8 | -6 | -6 | -4 | -0.4 | 4 | 1 | -1.3 | 1
COc1ccccc1N(CC(=O)NCCc1ccccc1)C(=O)CCC(=O)Nc1ccccn1 | 0 | -3 | -7 | -15 | 4.0 | -1 | 2 | 3.0 | 5
O=c1cc(-c2ccccc2Cl)oc2c([N+](=O)[O-])c(O)cc(O)c12 | 6 | -4 | -5 | 1 | 3.7 | 0 | 4 | 1.3 | 21
Cc1nnc(SCC(=O)N2CCC(Cc3ccccc3)CC2)n(N)c1=O | 5 | -4 | 6 | -17 | 0.0 | -38 | 4 | -0.9 | 2
CC1CN(C(=O)COC(=O)c2cc(=O)[nH]c3ccccc23)CC(C)O1 (stereo not drawn) | 0 | · | -10 | · | · | -11 | 3 | · | 1
CC(O)(c1ccccc1)c1ccc2ccccc2n1 (stereo not drawn) | -6 | · | -7 | · | · | -11 | 6 | · | 0
CCCN(C(=O)COC(=O)CNS(=O)(=O)c1ccc(NC(C)=O)cc1)C1CCS(=O)(=O)C1 (stereo not drawn) | -1 | · | 0 | · | · | -8 | 12 | · | 7
COc1ccc2nc3n(c(=O)c2c1)-c1ncccc1C(=O)NC3CC(C)C (stereo not drawn) | -5 | · | -15 | · | · | -7 | 1 | · | 0
O=C(CC(=O)NC1CCCCC1)N/N=C/c1cccc2ccccc12 | 1 | -21 | -7 | 7 | 1.3 | -7 | 6 | 0.5 | 12
O=C(NCC(c1cccs1)N1CCOCC1)c1cc(S(=O)(=O)N2CCOCC2)ccc1F (stereo not drawn) | -7 | -6 | 8 | -11 | -0.3 | -4 | 3 | 0.7 | 1
Cc1nc(SCCc2ccccc2)[nH]c(=O)c1C | -1 | 2 | · | 6 | -0.2 | -13 | 17 | -0.1 | ·
CCN(CC)c1nc(N2CCOCC2)nc2ccccc12 | -6 | -4 | -13 | -13 | 0.2 | -22 | 14 | -1.5 | -2
COc1ccc(OC)c(NC(=O)C2C3CC4OC(=O)C2C4C3)c1 (stereo not drawn) | -2 | -9 | 0 | -17 | 0.3 | -25 | 4 | 0.4 | 3
Cc1ccc(NC(=O)CCN2CCOCC2)cc1C | -5 | · | -4 | · | · | -17 | 10 | · | -1

Sorted by value in M1 PAM (descending): some entries from above
| structure | M1 PAM |
| --- | --- |
| CCN(CC)c1nc(N2CCOCC2)nc2ccccc12 | 14 |
| CC1CN(C(=O)COC(=O)c2cc(=O)[nH]c3ccccc23)CC(C)O1 (stereo not drawn) | 3 |
| COc1ccccc1N(CC(=O)NCCc1ccccc1)C(=O)CCC(=O)Nc1ccccn1 | 2 |
| CC(=O)c1ccc(NC(=O)C2CCN(S(=O)(=O)c3cccs3)CC2)cc1 | -1 |
